Source: PubChem
DSG3 Ab inh: inhibitors of pemphigus antibody binding to DSG3, primary screen, biochemical, bead-based, flow cytometry, scFv-GFP. 310,000 compounds, 0.48% hits. Desmoglein-3 (Homo sapiens), P32926. binding (percent of control), % at 10 µM. DSG3-coupled beads, scFv-anti-DSG3-GFP binding; hits give low values;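 active = binding more than 3 SD below its plate's average and above zero; inconclusive = below that plate limit but binding exactly zero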;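 also: hits lower antibody fragment binding to DSG3; some compounds called inactive have numbers as strong as hits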
Target sequence (P32926 whole entry, looked up, the tested form may be a part): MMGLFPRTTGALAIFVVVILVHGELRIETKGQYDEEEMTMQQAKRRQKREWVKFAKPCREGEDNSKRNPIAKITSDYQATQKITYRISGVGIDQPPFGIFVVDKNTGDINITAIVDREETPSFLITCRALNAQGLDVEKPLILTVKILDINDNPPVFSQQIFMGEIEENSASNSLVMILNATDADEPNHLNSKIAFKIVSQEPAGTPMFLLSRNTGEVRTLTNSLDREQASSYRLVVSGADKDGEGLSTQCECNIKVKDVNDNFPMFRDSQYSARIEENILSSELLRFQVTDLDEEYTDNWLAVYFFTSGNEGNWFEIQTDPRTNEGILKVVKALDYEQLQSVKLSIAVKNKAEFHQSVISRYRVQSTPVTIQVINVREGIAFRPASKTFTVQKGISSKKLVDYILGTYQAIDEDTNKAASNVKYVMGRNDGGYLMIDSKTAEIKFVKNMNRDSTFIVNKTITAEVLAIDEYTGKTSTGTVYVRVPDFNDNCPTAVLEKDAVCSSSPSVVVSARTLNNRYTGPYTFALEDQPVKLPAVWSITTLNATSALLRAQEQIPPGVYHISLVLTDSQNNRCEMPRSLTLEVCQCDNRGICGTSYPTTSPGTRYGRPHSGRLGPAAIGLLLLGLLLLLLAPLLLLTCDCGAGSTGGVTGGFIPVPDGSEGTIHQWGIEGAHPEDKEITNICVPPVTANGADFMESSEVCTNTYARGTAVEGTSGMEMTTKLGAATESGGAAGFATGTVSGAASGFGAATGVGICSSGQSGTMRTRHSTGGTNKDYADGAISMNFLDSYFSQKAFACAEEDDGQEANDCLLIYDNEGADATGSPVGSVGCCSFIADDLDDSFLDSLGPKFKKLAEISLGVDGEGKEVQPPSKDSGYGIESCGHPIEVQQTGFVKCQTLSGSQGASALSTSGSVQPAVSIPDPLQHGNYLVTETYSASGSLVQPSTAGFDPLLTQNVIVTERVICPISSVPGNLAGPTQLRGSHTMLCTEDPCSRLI
Ecoli viability: E. coli V3065 growth inhibition, primary screen, counter-screen for AddAB inhibitor project, absorbance, OD600. 18 h. AID 449728, 2010. 330,000 compounds, 0.27% hits. inhibition, % at 11.9 µM;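 active = inhibition above the campaign's mean inhibition across all tested compounds plus 3 SD, cut at about 9.9% in these data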;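 also: uninfected addAB+ strain grown without phage in ampicillin broth; 0% = DMSO wells and 100% = ciprofloxacin 0.95 µg/ml wells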
AddAB inh: growth inhibition of E. coli expressing H. pylori AddAB, primary screen, AddAB inhibitor project, absorbance; inhibition, % at 11.9 µM; 330,000 compounds, 0.29% hits; in the data active = inhibition above about 12%;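 also: 0% = vehicle wells of infected cells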
OPRM1-OPRD1 ag: agonists of OPRM1-OPRD1 heterodimerization, primary screen, cell-based, luminescence | cells | activation, % at 9.3 µM | 340,000 compounds, 0.3% hits | AID 504326, 2011; in the data active = activation above about 18%;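 also: 0% = vehicle-treated cells and 100% = reference agonist; values of inactives mirror those of a sister screen read the other way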
PKA-R1A activ: activators of PKA-R1A holoenzyme, primary screen, biochemical, fluorescence polarization, Cy5-IP20, bovine R1A, mouse PKAc; 340,000 compounds, 0.083% hits; AID 504707, 2011; PKA-R1A dissociation; scaled: DMSO 0%, 113 µM cGMP 100%; activation, % at 11.4 µM; cAMP-dependent protein kinase type I-alpha regulatory subunit (Bos taurus) + …;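 active = percent activation above the mean of all tested compounds plus 3 SD, cut at about 19% in these data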;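 also: higher means more PKAc released from R1A so a rise in polarization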
Mot1-301 SUMO: yeast Mot1-301 growth rescue at high temperature, primary screen, SUMOylation pathway inhibitor project, S. cerevisiae, ATP luminescence, 38.5C | S. cerevisiae Mot1-301 growth rescue; percent above DMSO median, 100 means doubled | growth rescue, % at 18.8 µM | 320,000 compounds, 1% hits | AID 2716, 2010;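 active = every valid replicate shows activation above 250% relative to neutral control wells; inactive = the rest, any valid replicate at or below 250%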;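 also: OY570 slx delta 5 strain wells were the positive control but not used for scaling; some compounds called inactive have numbers as strong as hits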
OPRM1-OPRD1 inv: inverse agonists of MOR-DOR heterodimerization, primary screen, cell-based, luminescence | Mu-type opioid receptor (Homo sapiens) + Delta-type opioid receptor (Homo sapiens), … | cell-based MOR-DOR heterodimer luminescence, inverse agonism | inhibition, % at 9.3 µM | 340,000 compounds, 0.21% hits | AID 504357, 2011; in the data active = inhibition above about 22%, passing the limit was not always enough;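 also: 0% = cells with DMSO and 100% = wells without cells with DMSO; values of inactives mirror those of a sister screen read the other way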
Tat export inh: E. coli Tat export inhibitors, primary screen, MC4100, TorA-mCherry reporter, fluorescence, single point. AID 488895, 2010. 340,000 compounds, 0.036% hits. inhibition, % at 10 µM;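 active = mean replicate inhibition at least 50% and at least half of replicates individually reaching 50%; inconclusive = only one of the two criteria met; inactive = neither criterion met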;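 also: exported cargo escapes ClpAP degradation while cytoplasmic cargo is degraded and loses fluorescence; 0% = median of neutral control wells and 100% = median of NaSCN control wells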
Arrestin-AP2 inh: inhibitors of beta-arrestin/AP2 binding, primary screen, biochemical, GPCR trafficking, flow cytometry; 340,000 compounds, 0.31% hits; FITC-arrestin peptide / GST-AP2 beads; AP2 beta2 appendage carries R879A mutation; beta-arrestin 1 C-terminal peptide binding to AP2 beta2-adaptin appendage (human); inhibition, % at 10 µM;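 active = inhibition above a set limit, near 3 SD of compounds lacking own fluorescence, cut at about 54% in these data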;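 also: plate controls were DMSO wells for no effect and 5 µM unlabelled arrestin peptide for full effect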
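System: GST-AP2 R879A glutathione beads | Also added: FITC-arrestin peptide, 50 nM | Times: 12 min plus 1 h, RT | Signal: Bead flow cytometry, FITC channel | Buffer or medium: PBS with 0.05% Tween 20 and 0.1% BSA | Read-out basis: Percent drop in bead-associated FITC signal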
phage Ecoli inh: growth loss of phage-infected E. coli, primary screen, RecBCD inhibitor project, absorbance, with phage, HTS; AID 651602, 2012; inhibition, % at 11.9 µM; 360,000 compounds, 0.26% hits; in the data active = inhibition above about 11%
PfHsp90 yeast 2: growth inhibition of PfHsp90-expressing yeast, primary screen, antimalarial PfHsp90 inhibitor project, S. cerevisiae, BacTiter-Glo luminescence, single point, set 2; inhibition, % at 9.4 µM; 310,000 compounds, 0.32% hits; AID 504621, 2011; BacTiter-Glo ATP, 48 h; yeast lacking PDR1 and PDR3 efflux regulators;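 active = every replicate shows inhibition above about 80%, whatever the replicate mean, limit read from the data; inconclusive = mean inhibition reaches the set limit but some replicate falls short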;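 also: 0% = DMSO neutral controls and 100% = 20 µM radicicol positive controls; yeast relying on Plasmodium falciparum Hsp90 in place of its own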
The depositor's hits bear a star; ? = inconclusive; . = no result given; & = joins results of further samples. No enrichment for hits. About 2.8% of those tested had a hit in this group.

SMILES | DSG3 Ab inh | Ecoli viability | AddAB inh | OPRM1-OPRD1 ag | PKA-R1A activ | Mot1-301 SUMO | OPRM1-OPRD1 inv | Tat export inh | Arrestin-AP2 inh | phage Ecoli inh | PfHsp90 yeast 2
COc1ccc(CN2C(=O)CCCc3ccccc32)cc1 | 96 | 1.6 | 3.0 | -1.2 | -5 | -1 | 6 | -4 | 7 | 0.8 | -5
CC(NC(=O)Cc1ccc(NS(=O)(=O)c2cccc(C(F)(F)F)c2)cc1)c1ccccn1 (centres undefined) | . | 2.0 | 0.6 | 0.0 | 1 | -20 | 0 | 1 | 9 | 0.3 | 12
COc1ccc(C(=O)NCc2ncccc2C)cc1OC1CCN(C(C)=O)CC1 | 113 | -2.3 | 1.0 | -5.5 | -1 | 11 | 28 | 3 | 27 | 3.8 | 8
Cc1ccc(C(=O)n2cnnc2N)cc1C | 96 | -3.6 | 2.0 | -2.4 | -10 | 10 | 10 | -3 | -5 | 4.2 | 18
Cc1cc(=O)oc(C)c1C(=O)NCC1COc2ccccc2O1 (centres undefined) | 104 | -2.5 | 0.9 | -1.2 | 0 | -16 | 7 | 2 | -5 | 3.9 | -34
O=C(CNC(=O)c1ccccc1)OCC(=O)N1N=C(c2ccc(Cl)cc2)CC1c1ccco1 (centres undefined) | 105 | -3.7 | -0.3 | 0.0 | 5 | -14 | 0 | -5 | 1 | 3.0 | -7
Nc1nc(-c2ccco2)nn1S(=O)(=O)c1ccc(Cl)cc1 | 113 | -0.2 | -1.8 | -3.4 | -1 | 7 | 16 | 3 | 5 | 2.1 | .
Cc1cccc(C)c1NC(=O)CNC(=O)Cc1ccc(Br)cc1 | 112 | 0.3 | -0.2 | 2.5 | -9 | 133 | -13 | 0 | 34 | 1.6 | -1
COc1cccc(Cn2nnc(C(=O)Nc3cc(Cl)ccc3OC)c2N)c1 | 111 | -2.2 | 1.6 | 7.6 | 2 | 7 | -39 | 10 | 3 | -0.9 | -21
COCCNC(=O)CSc1nc2cc3c(cc2c(=O)n1Cc1ccco1)OCO3 | 98 | 1.3 | 4.0 | 1.0 | -9 | -1 | -4 | -5 | 5 | -1.2 | 1
CC1=C(C(=O)OCCOC(C)C)C(c2cccnc2)C2=C(CCCC2=O)N1 (centres undefined) | 96 | 1.2 | 2.7 | -2.0 | -12 | -5 | 11 | -3 | 4 | 2.5 | -10
O=C(Nc1ccc(Cl)cc1)Nc1nc(-c2sccc2Br)cs1 | . | 0.3 | 3.5 | 0.7 | 2 | -16 | -4 | -2 | -4 | 0.8 | -17
O=C(COc1ccc(F)cc1)NN1C(=O)CSC1=S | 84 | 2.6 | -0.2 | -1.5 | 6 | 116 | 8 | -2 | -6 | 2.9 | -18
O=C(N/N=C/c1cccc2ccccc12)c1ccncc1 | 103 | 2.6 | 0.5 | 3.8 | -13 | -38 | -19 | 4 | -7 | 1.3 | 12
CCc1nc(SCC(=O)N2CCCc3ccccc32)c2oc3ccccc3c2n1 | 116 | -1.4 | -0.8 | 1.7 | 10 | -13 | -9 | 8 | 15 | 1.7 | .
Cc1cc([N+](=O)[O-])cnc1Sc1nccn1C | 92 | 0.4 | 3.1 | 0.1 | -5 | -21 | 0 | 19 | -1 | 4.1 | 3
O=C(N/N=C/c1ccccc1F)c1ccc(COc2ccccc2Cl)o1 | 83 | 3.6 | 3.9 | 2.6 | 9 | 73 | -14 | -8 | 2 | 6.1 | 0
CCn1nc(C)c(CN2CCc3c([nH]c4ccccc34)C2C(C)(C)C)c1C (centres undefined) | 100 | 0.6 | 2.8 | 0.8 | 5 | 3 | -5 | 10 | 35 | 2.7 | -19
O=C(Nc1ccc(Cl)cc1Cl)c1ccc(Br)o1 | 110 | 0.4 | 0.0 | 2.8 | -13 | -9 | -16 | -7 | 28 | 2.9 | 3
CCN1C(=O)[C@H]2[C@@H](c3ccc(C)cc3)N3C(=O)N(c4cccc(C)c4)C(=O)[C@@]3(Cc3ccccc3)[C@H]2C1=O | 104 | -2.7 | 2.3 | 0.0 | 9 | -17 | 0 | 1 | -4 | 1.4 | -2
CCN(CC)c1ccc(NC(=O)CCNS(=O)(=O)c2ccc3c(c2)CCC(=O)N3)c(C)c1 | . | 1.3 | 1.6 | 0.6 | -4 | 6 | -3 | -1 | 5 | 2.5 | 27
COc1cc(S(=O)(=O)NCC2COCCO2)ccc1-n1cnnn1 (centres undefined) | 99 | 3.5 | 1.7 | 0.2 | -3 | 177 | -1 | 1 | 3 | -0.6 | -4
Cc1ccc(S(=O)(=O)N2CCOCC2)cc1NC(=O)COC(=O)c1ccc(OCc2c(C)noc2C)cc1 | 107 | -0.1 | 4.6 | -0.2 | 2 | -2 | 1 | -3 | -9 | 2.1 | 0
COc1ccc(N2CC(O)=C(c3nc(C)cs3)C2=N)cc1 | 94 | -0.7 | 2.0 | -0.2 | -5 | -5 | 1 | 0 | -7 | 0.8 | .
Cc1ccc(CNC(=O)CCc2nc3ccccc3c(=O)[nH]2)cc1 | . | -4.3 | 4.5 | 0.3 | -4 | 13 | -2 | 1 | 18 | 4.7 | 8
O=S(=O)(c1ccccc1F)N1CCN(C(=S)NCc2ccccc2)CC1 | 96 | -0.2 | -1.7 | -2.5 | -19 | 0 | 14 | 1 | 2 | 3.8 | -10
O=C(O)CCSc1nnc(-c2cccnc2)n1-c1ccccc1 | 100 | -0.7 | -0.1 | -0.4 | 7 | -20 | 2 | 3 | 3 | . | .
COc1ccc(NC(=S)NCc2ccccc2Cl)c(OC)c1 | 104 | 0.8 | 0.9 | -0.2 | 9 | -1 | 1 | -4 | -9 | 1.9 | -11
N#C/C(=C\c1ccc[nH]1)C(=O)Nc1ccccc1Cl | 107 | -1.1 | -1.0 | 7.2 | 2 | -5 | -39 | 8 | -13 | -2.0 | 14
CC1CCN(c2ccc(/C=C(\C#N)c3nn(-c4ccccc4)c(N)c3C#N)cc2[N+](=O)[O-])CC1 | 94 | -2.0 | 1.9 | -4.7 | -7 | 1 | 21 | 1 | 36 | 3.6 | -6
CC(C)(C)SCCNC(=O)CN(c1ccc(F)cc1)S(C)(=O)=O | 100 | 3.0 | 0.6 | -1.5 | 1 | -4 | 9 | 2 | -7 | 0.8 | -2
COc1ccc(-n2nc(C(=O)NCC(=O)NCCC3=CCCCC3)c3ccccc3c2=O)c(OC)c1 | 122 | -0.1 | -0.4 | 0.3 | -6 | -9 | -2 | -8 | -4 | 2.3 | -148
CSc1nc(Cc2ccc(Cl)cc2)nc2ccccc12 | . | -1.4 | 1.5 | 5.1 | -3 | . | -26 | 20 | 3 | 3.9 | -8
COc1ccc(CNC(=O)CCCn2nc(C)n3c(cc4sccc43)c2=O)cc1 | 102 | 0.9 | 5.7 | -3.1 | -11 | 5 | 16 | -1 | 31 | -0.2 | 11
Clc1c(CSc2nc3ccccc3o2)nc2sccn12 | 102 | -3.2 | -0.7 | -1.6 | 3 | -13 | 8 | 3 | -2 | 4.2 | 10
CN(C)c1ccc(/C=C(/NC(=O)c2ccccc2)C(=O)NCCN2CCOCC2)cc1 | 101 | -0.4 | 2.9 | 1.1 | 4 | 0 | -6 | 4 | 18 | 0.4 | 16
CC(=O)Nc1sc2c(c1C#N)CCCCC2 | 92 | -1.2 | -2.8 | 1.7 | -2 | -5 | -8 | 1 | 2 | 2.3 | .
NC(=O)CCC(NC(=S)Nc1ccccc1)C(=O)O (centres undefined) | 98 | 1.3 | 1.1 | -0.9 | -2 | -7 | 5 | 2 | 3 | -0.2 | 27
Cc1nc(NC(=O)COc2ccccc2)sc1C(=O)Nc1cccc(Cl)c1 | 105 | 1.3 | 3.5 | 3.2 | 1 | 25 | -16 | -6 | 6 | 2.7 | -17
COc1ccccc1/C=C/C(=O)OCCCN(C)C | 93 | -0.3 | -0.6 | 0.1 | 2 | -7 | 0 | -8 | 1 | 2.8 | 11
Cc1cccc(CCNC(=O)CCc2nnc(CCc3ccccc3)o2)n1 | 106 | -0.8 | -0.5 | 0.3 | -1 | -12 | -2 | 2 | 13 | 10 | 2
COc1ccccc1Nc1nc(C)cs1 | 104 | 1.2&0.6 | 2.9&-0.2 | 0.3&1.1 | -3&0 | -6&20 | -1&-7 | ? | 3&8 | 0.5&-1.8 | -29&2
Cc1ccccc1OCC(=O)Nc1nnc(COc2ccccc2)s1 | 102 | -1.8 | -0.9 | 11 | 0 | -17 | -59 | -6 | 2 | -0.7 | 32
CCCNC(=O)c1ccc(COc2ccc(Cl)cc2)o1 | 96 | . | . | -1.7 | 2 | 178 | 9 | -3 | -15 | 3.9 | -5
O=C(CN1C(=O)NC(c2ccccc2)(c2ccccc2)C1=O)NCc1ccc(F)cc1 | 114 | -0.3 | 1.5 | 2.3 | 7 | 8 | -10 | 4 | -5 | 1.1 | -15
COc1cccc(C(=O)NC(=S)Nc2nnn(C)n2)c1 | 119 | 2.3 | 0.8 | -5.0 | 3 | 9 | 28* | 3 | 37 | 4.0 | 15
COc1cc(/C=N/NC(N)=O)cc(Br)c1OCc1ccc(C)cc1 | 102 | -1.6 | 0.4 | 3.2 | 1 | -5 | -18 | -8 | 19 | 3.5 | -14
COc1ccc(Cc2cnc(N)s2)cc1 | 96 | 1.0 | 5.4 | -1.9 | 8 | -10 | 10 | 15 | -50 | 0.5 | 10
Cc1ccc(/C=N/NC(=O)Cc2ccc(O)cc2)s1 | . | 0.0 | -0.5 | -2.3 | -2 | -3 | 12 | 7 | 11 | 1.6 | 26
CCCc1nnc(NC(=O)C2CCCO2)s1 (centres undefined) | 113 | -0.6 | -1.0 | 1.3 | -2 | 20 | -7 | 2 | 10 | 2.3 | .
